# Screening results as filed in PubChem.
# SARS 3CLpro inh – SARS-CoV 3CLpro protease inhibition; 290,000 tested, 0.14% active; P0C6X7; inhibition, % at 6 µM; recombinant SARS-CoV 3CLpro, quenched FRET peptide cleavage; AID 1706; in the data active = inhibition above about 12%
# TcdB GH inh – blocks C. difficile toxin B glycohydrolase activity; P18177; TcdB glycohydrolase enzymatic assay, plate reader; 350,000 tested, 0.24% active; inhibition, % at 9.99 µM; in the data active = inhibition above about 10%
# DUSP3 inh – DUSP3 (human) phosphatase inhibition. P51452. recombinant VHR phosphatase, pNPP absorbance. inhibition, % at 13.3 µM. 290,000 tested, 0.52% active; in the data active = inhibition above about 50%; note: some compounds called inactive have numbers as strong as hits
# Target sequence (P51452 whole entry, looked up): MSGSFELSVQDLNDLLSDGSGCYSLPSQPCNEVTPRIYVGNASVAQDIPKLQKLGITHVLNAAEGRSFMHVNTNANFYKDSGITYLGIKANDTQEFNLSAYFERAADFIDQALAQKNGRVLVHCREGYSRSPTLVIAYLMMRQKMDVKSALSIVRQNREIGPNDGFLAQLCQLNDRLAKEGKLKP
# MazEF act – increases E. coli MazEF RNase cleavage of RNA. P0AE70. FAM/BHQ RNA-DNA oligo cleavage fluorescence, 5 h. activation, % at 20 µM. 350,000 tested, 0.32% active. AID 504720; in the data active = activation above about 50%
# Target sequence (P0AE70 whole entry, looked up): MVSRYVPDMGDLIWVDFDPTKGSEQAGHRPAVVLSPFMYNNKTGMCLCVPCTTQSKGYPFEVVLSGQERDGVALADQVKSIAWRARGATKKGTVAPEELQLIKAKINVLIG
# PfHsp40 rescue – compounds rescuing yeast from Plasmodium falciparum HSP40 toxicity | S. cerevisiae expressing PfHsp40, growth rescue, ATP luminescence | growth rescue, % at 12.5 µM | 340,000 tested, 0.68% active; in the data active = growth rescue above about 28%, passing the limit was not always enough;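 note: yeast W303a lacking pdr1 and pdr3 grown in galactose medium; growth measured after three days at 30 °C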
# Anthrax LF prot – inhibitors of Bacillus anthracis lethal factor protease | AID 588501 | inhibition, % at 10 µM | P15917 | 360,000 tested, 0.12% active | multiplex microsphere protease cleavage assay, LF; in the data active = inhibition above about 30%; note: plate controls were buffer without enzyme for full effect and enzyme alone for no effect
# BH1578 lux ind – induces V. cholerae light production without autoinducers; 350,000 tested, 0.16% active; activation, % at 18.7 µM; V. cholerae BH1578 lux reporter, luminescence, 6 h; in the data active = activation mostly above about 9.7%, no sharp cut-off; note: not every result past the cut was called active; inactives centre near 0; reference of the scale not given here
# Yp Topo-I inh – blocks Yersinia pestis topoisomerase I activity. Y. pestis Topo-I cleavage product accumulation, plate reader. AID 504884. activity, % at 10 µM. 360,000 tested, 0.064% active; in the data active = activity above about 50%, passing the limit was not always enough; note: inactives centre near 2
# Rv3671c protease – Rv3671c (M. tuberculosis) protease inhibition | AID 2606 | P9WHR9 | 320,000 tested, 0.048% active | inhibition, % at 5.96 µM; in the data active = inhibition above about 38%;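 note: extracellular domain of Rv3671c used as enzyme; 0% = enzyme with DMSO and 100% = no enzyme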
# Target sequence (P9WHR9 whole entry, looked up, the tested form may be a part): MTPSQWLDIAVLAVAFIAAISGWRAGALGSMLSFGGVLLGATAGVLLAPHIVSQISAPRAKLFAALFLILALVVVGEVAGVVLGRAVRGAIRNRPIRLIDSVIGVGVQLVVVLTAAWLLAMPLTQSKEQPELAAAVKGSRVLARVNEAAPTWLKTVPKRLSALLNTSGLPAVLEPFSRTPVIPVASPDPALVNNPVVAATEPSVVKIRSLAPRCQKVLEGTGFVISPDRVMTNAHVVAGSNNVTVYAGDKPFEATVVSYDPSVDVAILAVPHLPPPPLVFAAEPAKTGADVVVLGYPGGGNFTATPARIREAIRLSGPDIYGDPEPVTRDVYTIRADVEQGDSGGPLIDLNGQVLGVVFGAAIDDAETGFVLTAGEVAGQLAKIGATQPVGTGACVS
# PriA SSB inh – inhibitors of Klebsiella pneumoniae PriA binding to SSB C-terminal tail. AlphaScreen SSBct-PriA binding, biotinylated peptide. 430,000 tested, 0.6% active. inhibition, % at 33 µM; in the data active = inhibition mostly above about 37%, no sharp cut-off; inactive = mostly below about 20%;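 note: plate controls were negative control peptide for no effect and reference peptide for full effect; strong numbers were not always called active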
# * marks the source's active call; other numbers are inactive results; i = inactive; nt = no result given; & = joins results of further samples.
SMILES,SARS 3CLpro inh,TcdB GH inh,DUSP3 inh,MazEF act,PfHsp40 rescue,Anthrax LF prot,BH1578 lux ind,Yp Topo-I inh,Rv3671c protease,PriA SSB inh
O=C(Nc1ccc(C(F)(F)F)cc1)C1CC(=O)N(c2ccc3c(c2)OCCO3)C1 (stereo not given),4,nt,0,-13,-0.4,6,nt,5,-2,4
NNC(=S)Nc1c(F)cc(F)cc1Br,6,0.9,20,-10,-1.1,11,-0.9,-1,-4,8
CCN(CC)S(=O)(=O)c1ccc(N2CCOCC2)c(NC(=O)c2cc3ccccc3oc2=O)c1,10,-6.2,-8,-7,-1.1,0,i,-3,-40,5
CN1CCN(c2ccc([N+](=O)[O-])c3cccnc23)CC1,-3,nt,24,-18,-2.5,2,nt,-3,-3,26&1
CC(NC(=O)c1ccc(CS(=O)(=O)c2ccc(Cl)cc2)o1)c1ccc2c(c1)OCCO2 (stereo not given),3,-0.5,16,5,1.0,-1,1.8,36,-4,-10
Cc1ccc(S(=O)(=O)N2CCN(C(=O)c3c(-c4ccccc4)noc3C)CC2)cc1C,-8,1.5,7,4,1.1,3,-5.6,31,-10,-6
CSc1cccc(NS(=O)(=O)c2ccc(C(C)=O)cc2)c1,2,1.0,9,4,-0.5,3,-2.1,10,-4,7
Cc1ccc(S(=O)(=O)CCC(=O)OC(C)C(=O)Nc2ccc(N3CCOCC3)cc2)cc1 (stereo not given),nt,0.3,nt,6,-0.1,-2,0.7,-1,-4,-2
CCOc1ccccc1N(C)C(=O)c1cn(C)c(=O)c2ccccc12,4,0.4,51*,6,0.3,-7,-0.6,-9,0,-5
O=C(OCc1ccccc1)N1CCCC1/C=C/CN1CCOCC1 (stereo not given),5,0.0,29,8,-0.8,0,-0.8,-1,4,0
COc1c2ccoc2c(OCC=C(C)C)c2oc(=O)ccc12,-2,-0.6,4,-2,0.9,-4,i,4,-10,-7
O=S(=O)(c1ccccc1)N1C2CCC1CC(O)(c1cccnc1)C2 (stereo not given),-2,nt,4,6,0.4,1,i,4,-7,-21
CC(=O)Nc1cccc(NC(C)=C(C#N)C#N)c1,3,nt,-1,1,-1.2,1,-3.8,0,17,-4
Cc1cc(/C=C(\C#N)C(=O)O)c(C)n1CCC(C)C,0,-0.9,34,12,0.7,-2,-0.4,-2,-12,-1
O=C(COC(=O)c1ccc2ccccc2n1)NCc1ccccc1,8,4.2,-6,2,0.3,-4,-1.7,4,-5,-15
O=C(CCc1ccc(O)cc1)NN=Cc1ccc2c(c1)OCO2,nt,0.4,nt,7,nt,-3,-5.0,7,nt,nt
O=C(NCC(=O)N(Cc1ccccc1)C(C(=O)NC1CCCC1)c1cccnc1)c1ccco1 (stereo not given),0,nt,22,10,-1.2,3,nt,-1,-8,-5
COc1cc(OC)cc(C(=O)N[C@H](C(=O)Nc2ccc(F)cc2F)C(C)C)c1,4,2.1,-18,6,-0.3,14,i,-1,1,0
N#CCCn1cc(C(=O)Nc2ccccc2Br)c(-c2ccc3c(c2)OCCO3)n1,-1,nt,5,5,0.0,-2,-0.3,8,4,-14
O=C(CSc1nnc(CNC(=O)c2ccccc2F)o1)NCCc1ccccc1,-1,nt,29,0,1.5,-4,-2.0,3,4,2

# Reprinted at random: seven compounds from above.
SMILES,SARS 3CLpro inh,TcdB GH inh,DUSP3 inh,MazEF act,PfHsp40 rescue,Anthrax LF prot,BH1578 lux ind,Yp Topo-I inh,Rv3671c protease,PriA SSB inh
O=C(CSc1nnc(CNC(=O)c2ccccc2F)o1)NCCc1ccccc1,-1,nt,29,0,1.5,-4,-2.0,3,4,2
COc1c2ccoc2c(OCC=C(C)C)c2oc(=O)ccc12,-2,-0.6,4,-2,0.9,-4,i,4,-10,-7
CC(=O)Nc1cccc(NC(C)=C(C#N)C#N)c1,3,nt,-1,1,-1.2,1,-3.8,0,17,-4
Cc1cc(/C=C(\C#N)C(=O)O)c(C)n1CCC(C)C,0,-0.9,34,12,0.7,-2,-0.4,-2,-12,-1
O=C(COC(=O)c1ccc2ccccc2n1)NCc1ccccc1,8,4.2,-6,2,0.3,-4,-1.7,4,-5,-15
COc1cc(OC)cc(C(=O)N[C@H](C(=O)Nc2ccc(F)cc2F)C(C)C)c1,4,2.1,-18,6,-0.3,14,i,-1,1,0
O=S(=O)(c1ccccc1)N1C2CCC1CC(O)(c1cccnc1)C2 (stereo not given),-2,nt,4,6,0.4,1,i,4,-7,-21

# (further entries)
SMILES,SARS 3CLpro inh,TcdB GH inh,DUSP3 inh,MazEF act,PfHsp40 rescue,Anthrax LF prot,BH1578 lux ind,Yp Topo-I inh,Rv3671c protease,PriA SSB inh
CCc1nc2c(OCCOc3ccc(F)cc3)cccn2c1N(C=O)Cc1ccccc1,nt,1.1,nt,nt,nt,-1,-0.3,15,nt,nt
Cc1ccn2c(=O)cc(C)nc2c1,3,1.8,-16,12,-0.7,-2,-0.4,8,-5,-13
O=c1[nH]cc(S(=O)(=O)N2CCOCC2)c(=O)[nH]1,nt,1.6,nt,1,8.7,-4,i,-3,-7,-7
COCc1nnc(NC(=O)C(C)C)s1,-4,nt,-5,0,-1.5,3,i,2,-7,-17
Cc1ccc(S(=O)(=O)N2CCOCC2)cc1NC(=O)COC(=O)c1ccc(Br)o1,nt,0.3,nt,-7,-0.4,-1,-0.6,2,nt,-7
CCCn1nnnc1NCc1c(F)cccc1Cl,-3,0.5,7,-2,-1.9,-2,i,-1,8,-16
O=C1NC(=S)NC1=Cc1ccccc1O,nt,2.5,nt,-39,0.9,-6,-5.6,0,nt,-7
O=C(NCCN1CCCC1)c1ccc(CS(=O)(=O)c2c(Cl)cccc2Cl)o1,-2,-0.1,-6,-8,-0.4,1,-0.9,-3,2,-8
Cc1ccc(CCNC(=O)C2CC(c3ccc(C(F)(F)F)cc3)=NO2)cc1 (stereo not given),nt,-0.6,11,-2,-1.1,-3,-1.2,6,8,-19
Cc1cccc(N=Nc2c(C)c(C#N)c(O)[nH]c2=O)c1,-3,-0.7,6,-32,1.4,-6,0.2,11,11,-6
N/C(=N\OC(=O)c1ccc(Br)cc1)c1ccncc1,2,1.3,45,-9,-0.9,0,-0.4,-4,1,i
COc1ccc(C(O)c2nc(-c3ccccc3)cs2)cc1 (stereo not given),nt,0.8,nt,nt,nt,-4,0.0,-4,nt,nt
O=C(NCC(=O)N1CCC2(CC1)NCCc1[nH]cnc12)c1cccc(Cl)c1,1,-0.5,-20,7,-0.9,0,i,2,-1,4
CN(C)c1ccc(/C=C/c2cccc[n+]2[O-])cc1,-5,13*,17,-39,0.8,25,0.4,-4,-7,-10
COc1cccc(C(=O)Nc2ccc(S(=O)(=O)Nc3cc(C)nc(C)n3)cc2)c1,-1,1.9,22,7,-0.2,-1,-0.2,-3,-8,-15
CC(=O)Nc1ccc(NC(=O)CSc2ccc3nnc(CCNC(=O)c4ccccc4)n3n2)cc1,1,1.3,-3,0,-0.1,-7,0.5,-1,5,-15
CCCCNC(=O)CSc1nc2ccccc2n1S(=O)(=O)c1ccc(Br)cc1,2,nt,34,7,-0.8,2,-0.3,3,1,-5
Cc1cccc(S(=O)(=O)NCCc2ccccc2)c1,2,1.3,16,-20,2.3,-4,-0.3,6,6,-7&-9
COc1ccc(C(C)=O)cc1CN1CC=C(c2ccccc2)CC1,0,nt,17,10,-1.1,4,-0.7,1,4,-17
CCN(CC)Cc1c(C(=O)OC)nnn1-c1nonc1N,2,nt,30,2,0.1,-3,5.3,-3,-7,-7
Cc1ccc(C(=O)NC2CC(C)(C)NC(C)(C)C2)cc1,2,0.3,13,3,-1.9,-8,-0.3,3,0,-9
Cc1cc(C)n2cc(CSc3nnc(-c4ccccc4)o3)nc2n1,0,nt,21,2,0.3,1,nt,13,-3,-13
Cc1c(C(=O)N/N=C/c2ccncc2)no[n+]1[O-],1,0.2,21,-3,-1.1,-4,i,-14,-2,nt
CCC(c1nnnn1C(C)(C)CC)N(CCCO)Cc1cc2cc(C)cc(C)c2[nH]c1=O (stereo not given),-1,nt,24,6,0.9,-1,i,22,nt,-7
COc1ccc2[nH]c(C)c(-c3csc(N)n3)c2c1,-1,-0.1,-7,11,1.9,-31,i,-2,-6,13
O=C(COC(=O)C1CC1)Nc1c(Cl)cccc1C(F)(F)F,nt,2.3,nt,7,0.1,7,i,3,-7,-5
O=C(Cn1ncc2c(=O)oc3ccccc3c21)N1CCCN(Cc2ccccc2F)C1,-3,0.7,-1,1,0.0,4,i,3,8,-6
O=C(NCc1ccccc1)c1cccc(S(=O)(=O)N2CCOCC2)c1,-1,nt,2,1,-1.7,3,i,6,-3,-7
CC(C)(C)NC(=O)C(c1ccc(F)cc1)N(Cc1ccccc1Cl)C(=O)c1ccn[nH]1 (stereo not given),3,0.6,40,4,0.8,-4,-1.1,3,1,-3
CN(C(=O)COC(=O)c1cc(-c2ccco2)nc2ccccc12)C1CCS(=O)(=O)C1 (stereo not given),-1,0.3,102,7,1.6,2,0.0,-16,3,-3

# Some entries already given, showing only MazEF act and SARS 3CLpro inh.
SMILES | MazEF act | SARS 3CLpro inh
Cc1cc(C)n2cc(CSc3nnc(-c4ccccc4)o3)nc2n1 | 2 | 0
Cc1c(C(=O)N/N=C/c2ccncc2)no[n+]1[O-] | -3 | 1

# A few values from the list.
# Result of `CCCCNC(=O)CSc1nc2ccccc2n1S(=O)(=O)c1ccc(Br)cc1` in Rv3671c protease: 1
# Result of `Cc1ccc(S(=O)(=O)N2CCOCC2)cc1NC(=O)COC(=O)c1ccc(Br)o1` in TcdB GH inh: 0.3

# (cont.)
SMILES,SARS 3CLpro inh,TcdB GH inh,DUSP3 inh,MazEF act,PfHsp40 rescue,Anthrax LF prot,BH1578 lux ind,Yp Topo-I inh,Rv3671c protease,PriA SSB inh
CCCN=C1CC(C)(C)CC(=O)/C1=C(/O)CCC,-3,0.3,10,8,-0.8,-3,-0.3,-4,-1,nt
COc1ccc(OC)c(/C=N/NC(=O)c2ccc(N(C)S(=O)(=O)c3ccccc3)cc2)c1,8,-0.2,-3,5,1.1,-3,-0.3,14,-25,nt
CC(Oc1cc2oc(=O)c3c(c2cc1Cl)CCC3)C(=O)NCCCN1CCOCC1 (stereo not given),-2,0.0,13,5,-0.3,-1,-0.3,2,-3,-1
Cc1cc(C(=O)CSc2nc(N)cc(N)n2)c(C)n1C1CC1,-2,0.8,-5,9,0.0,-7,-0.1,2,7,8
CCc1ccc(NC(=O)C(=S)NC2CCCCC2)cc1,0,1.9,21,0,4.4,-5,-4.5,6,2,-2
CN(C)c1oc(-c2ccccc2)nc1C#N,2,nt,-1,2,-0.3,-4,i,-2,5,5
COCCNC(=O)C1CCC(CNS(=O)(=O)c2ccc3c(c2)CC(C)N3C(=O)C2CC2)CC1 (stereo not given),-4,0.7,6,11,0.0,0,-0.5,4,0,-4
CC(=O)c1ccc([N+](=O)[O-])cc1,nt,1.4,nt,0,0.1,-8,-0.4,0,-1,-1
CC(=O)c1cc(F)c(N2CCN(C(=O)Cc3ccccc3)CC2)cc1C,-5,nt,-8,6,0.5,0,i,19,-12,6
O=C(CSc1nccc(-c2cccs2)n1)Nc1cccc(Cl)c1,0,0.6,-22,13,0.3,25,-0.4,8,-16,-18
O=C(Nc1ccc(C(=O)N2CCOCC2)cc1)c1cc(-c2cccnc2)nc2ccc(Br)cc12,1,1.2,35,6,0.9,-3,i,0,-9,13
Cc1ccc(NC(=O)CCNC(=O)c2ccc([N+](=O)[O-])cc2)cc1C,-2,-0.1,21,8,1.8,20,0.7,-14,nt,-1
Cc1ccccc1NC(=O)CSc1nccn1Cc1ccco1,nt,2.2,nt,-1,nt,1,i,2,nt,-5

# The list is partial; rates above refer to the full screens.
